TRPM1 prom inh: MITF TRPM1 promoter inhibition in SK-MEL-5 cells; hit rate 0.83% among 330,000; inhibition, % at 12.5 µM; SK-MEL-5 TRPM1 promoter luciferase, 24 h;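 active means mean inhibition across replicates of 60% or more, whatever share of single replicates reaches that level; inconclusive means some that reach 60%, reason not given; inactive means mean inhibition across replicates below 60%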; further: values of inactives mirror those of a sister screen read the other way
NR2E3 ag-1: activates human photoreceptor nuclear receptor NR2E3. GST-NR2E3/biotin-RetCOR TR-FRET, 1536-well. inhibition of corepressor binding, % at 4.78 µM. hit rate 0.12% among 320,000. AID 2300;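 active means percent inhibition above the cutoff of mean plus 3 SD of all tested compounds, set per screening campaign, cut at about 20% in these data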;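 further: 0% = DMSO wells and 100% = biotin wells as full block of FRET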
Target sequence (Q9Y5X4 whole entry, looked up): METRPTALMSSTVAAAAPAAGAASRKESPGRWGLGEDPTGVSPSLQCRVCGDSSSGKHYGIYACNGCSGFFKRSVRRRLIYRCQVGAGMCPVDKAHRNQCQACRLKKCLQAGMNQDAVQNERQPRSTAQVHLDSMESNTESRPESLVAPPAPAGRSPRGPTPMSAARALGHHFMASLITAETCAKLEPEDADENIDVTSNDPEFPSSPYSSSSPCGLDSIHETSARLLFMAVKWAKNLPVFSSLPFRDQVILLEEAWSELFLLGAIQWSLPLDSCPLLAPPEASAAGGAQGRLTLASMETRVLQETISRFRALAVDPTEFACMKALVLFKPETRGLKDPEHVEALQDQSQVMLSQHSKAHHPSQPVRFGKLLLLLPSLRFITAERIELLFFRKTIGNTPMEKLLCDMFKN
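Test system – NR2E3–RetCOR corepressor complex · Quantity – NR2E3 fusion 1.35 nM · Buffer or medium – Tris pH 7.5 · Incubation – Compound–protein incubation for 5 h at 4 °C · Technique – TR-FRET, Eu(K)-anti-GST donor, streptavidin-D2 acceptor, ex 340, em 617/671 nm · Evaluation – percent inhibition of 671/617 nm emission ratio versus biotin and DMSO controls · Plate – 1536-well format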
CaV13 FRET inh: Disruptors of the CACNA1D IQ motif to Ca2+-dependent inactivation inhibitor domain association, primary screening, Förster resonance energy transfer in intact living … | hit rate 0.098% among 340,000 | inhibition, % at 12.3 µM | HEK cells, CFP/YFP FRET ICDI-IQ, plate reader, 10 min; percent FRET-ratio fall versus neutral wells | AID 743397;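 active means mean replicate inhibition of at least 30% and at least 1% of replicates passing that level; inconclusive means only one of the two criteria is met; inactive means neither criterion is met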;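 further: 0% = median of the neutral control wells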
PDI turbidity: blocks human protein disulfide isomerase activity. hit rate 0.052% among 350,000. inhibition, % at 10 µM. PDI insulin aggregation turbidity, A650, 90 min. P07237. AID 588391;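 active means mean inhibition across replicates of 30% or more, whatever share of single replicates reach that level; inconclusive means mean inhibition below 30% while every single replicate reaches 30%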;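 further: absorbance from insulin aggregation driven by PDI reduction with DTT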
Target sequence (P07237 whole entry, looked up): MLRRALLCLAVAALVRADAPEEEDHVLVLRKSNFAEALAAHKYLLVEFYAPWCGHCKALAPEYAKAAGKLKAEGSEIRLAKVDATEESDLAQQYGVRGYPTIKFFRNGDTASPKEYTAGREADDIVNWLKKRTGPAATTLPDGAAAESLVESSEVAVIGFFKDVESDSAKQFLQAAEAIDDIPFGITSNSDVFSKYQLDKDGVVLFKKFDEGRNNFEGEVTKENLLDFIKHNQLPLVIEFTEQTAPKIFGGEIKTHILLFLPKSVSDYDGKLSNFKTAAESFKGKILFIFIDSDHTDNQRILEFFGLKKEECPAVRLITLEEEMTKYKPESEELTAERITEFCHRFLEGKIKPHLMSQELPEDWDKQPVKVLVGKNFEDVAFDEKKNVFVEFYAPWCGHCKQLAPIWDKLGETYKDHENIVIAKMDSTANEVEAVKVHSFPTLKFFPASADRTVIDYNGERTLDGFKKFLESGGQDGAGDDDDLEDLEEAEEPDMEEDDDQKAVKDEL
KKLEB cytotox: counter-screen for CF NF-kB inhibitors: cytotoxicity; KKLEB CF airway cells viability, ATPlite luminescence, overnight; stronger effect = lower value; cells stimulated with P. aeruginosa culture filtrate; activity change (cytotoxicity), % at 5 µM; hit rate 0.36% among 360,000;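 active means corrected activity change at or below -50% at 5 µM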
HIF-2a inh: inhibitors of HIF-2a. 786-0 RCC cells HIF-2a reporter, luciferase luminescence, overnight. inhibition, % at 18.8 µM. hit rate 0.72% among 360,000. AID 624352;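 active means inhibition of the luminescence signal of 40% or more relative to plate controls, in a single-dose primary screen at 18.75 µM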
NR2E3 ag-2: agonists of human NR2E3 nuclear receptor; CHO-S Gal4-NCOR/VP16-NR2E3 two-hybrid, luciferase; inhibition of corepressor binding, % at 3.98 µM; hit rate 0.35% among 360,000; AID 602229;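 active means inhibition above the mean of all tested compounds plus 3 SD, cut at about 70% in these data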;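 further: 0% = DMSO with NR2E3 transfected cells and 100% = cells lacking NR2E3 construct; higher means lower luciferase signal from less NR2E3 corepressor binding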
Peg3 prom inh: Peg3 promoter activity inhibition. HeLa PEG-Prom luciferase reporter, luminescence, overnight. inhibition, % at 20 µM. hit rate 1.7% among 360,000. AID 588405;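 active means inhibition of at least 50% at 20 µM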
Vif imaging: blocks HIV Vif function; HEK293T cells, Vif self-association by quenched fluorescence, imaging, 24 h; inhibition, % at 7.49 µM; hit rate 0.35% among 340,000; AID 602346; in the data active means inhibition above about 50%, passing the limit was not always enough; inconclusive means no clear call, values can overlap the other calls; inactive means below about 31%; further: some results filed as inactive read as strong as hits
CF NFkB inh: blocks PAF-induced NF-kB reporter in cystic fibrosis cells; KKLEB NF-kB-GFP reporter, GFP fluorescence overnight; inhibition, % at 5 µM; hit rate 0.86% among 360,000; AID 588850;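 active means at least 50% inhibition at 5 µM, scaled per plate between neutral and stimulator controls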;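 further: PAF is a Pseudomonas aeruginosa culture filtrate used as stimulus; plate controls were PAF-stimulated DMSO wells for no effect and unstimulated DMSO wells for full effect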
Shn3 3UTR inh: inhibitors of Schnurri-3 3'UTR reporter in osteoblasts. Clone20 osteoblast Shn3 3'UTR firefly luciferase, 24 h. inhibition, % at 12.5 µM. hit rate 0.52% among 360,000. AID 588674;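 active means mean inhibition of at least 75% with every replicate also reaching 75%; inconclusive means mean inhibition at least 75% but some replicate below; inactive means mean inhibition below 75%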;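 further: 0% = median of neutral control wells and 100% = pilot-screen positive control compound; some compounds past the cut are filed as inactive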
Active calls of the source: *; ? = inconclusive; nt = not tested or not shown.

SMILES	TRPM1 prom inh	NR2E3 ag-1	CaV13 FRET inh	PDI turbidity	KKLEB cytotox	HIF-2a inh	NR2E3 ag-2	Peg3 prom inh	Vif imaging	CF NFkB inh	Shn3 3UTR inh
OC(CNCc1ccc(Cl)cc1)(c1ccccc1)c1ccc(F)cc1 (stereo unspecified)	-2	6	-5	1	-9	9	-19	8	2	-3	19
Cc1sc(-c2ccccn2)nc1OC(=O)c1ccc(Cl)c(Cl)c1	7	2	-5	1	5	5	-5	10	10	-7	2
O=C(O)C1Cc2ccccc2CN1C(=O)CSc1nnc2ccccn12 (stereo unspecified)	1	-1	-2	10	3	15	2	7	0	-8	-6
CCOC(=O)C1=NNC(C(=O)c2ccc(Cl)cc2)C1c1ccccc1 (stereo unspecified)	-3	-2	-4	4	5	9	2	4	-15	-11	11
O=C(Cn1c(O)c(/C=C2\C=Nc3ccccc32)sc1=O)N1CCOCC1	-21	-4	2	4	-2	-18	-29	-3	9	9	-8
O=C(Nc1ccccc1C(F)(F)F)c1ccccc1Br	8	-3	-20	6	7	2	-12	-16	-5	-22	-8
Cc1cccc(C)c1OCC(=O)Nc1ccccc1C(=O)N1CCOCC1	8	2	-5	-12	5	4	16	11	4	7	1
COc1ccc(N2CCN(C(=O)/C=C/c3ccco3)CC2)cc1	6	-1	-7	-3	-7	13	-6	5	-4	-2	-2
COc1ccc(-n2c(SCC(=O)N3CCc4ccccc43)nnc2-c2c[nH]c3ccccc23)cc1	11	-3	-11	nt	21	1	-17	7	nt	-14	7
CC(C)n1cnnc1SCC(=O)Nc1ccc(Br)cc1F	9	-4	-1	0	10	8	31	-4	2	-19	-30
O=C(NC1CCCCC1)C1CCCN1C(=O)Nc1ccccc1 (stereo unspecified)	-13	4	-4	0	1	17	-17	17	9	-2	5
COc1ccc(/C=N/NC(=O)C2CCN(c3ncc(C(F)(F)F)cc3Cl)CC2)cc1	-4	-4	-9	-7	2	9	-13	-8	-1	-6	-15
CCn1nnnc1SCC(=O)Nc1cc(OC)cc(OC)c1	-5	2	-2	-2	-7	12	3	12	-6	-6	6
COc1cc(OC)cc(C(=O)N2CCN(C3CCN(Cc4ccccc4)CC3)CC2)c1	-8	1	-7	1	-9	3	1	4	4	6	-10
CCOC(=O)C1=C(C)N(CCCC(=O)O)C(=O)NC1c1cccs1 (stereo unspecified)	3	0	-9	-7	-2	8	-3	-7	nt	-20	-9
Cc1cc(CSC(=N)N)c(CSC(=N)N)cc1C	-11	1	-5	-1	3	12	-10	-10	-3	-19	-1
CC(Sc1ccc(S(=O)(=O)N2CCN(C)CC2)cn1)C(=O)Nc1cccc(Cl)c1Cl (stereo unspecified)	9	nt	-2	3	19	7	-3	14	20	26	3
CCOC(=O)c1cnc(SCC(=O)c2ccc(Cl)cc2)nc1N	-19	-1	-4	1	4	-125	-44	-54	9	5	-2
COc1cc(NC2c3ccccc3C(=O)N2Cc2ccc3c(c2)OCO3)cc(OC)c1 (stereo unspecified)	-6	3	-3	0	-3	15	-21	8	7	16	14
CCOC(=O)c1nc(C)sc1-c1ccnn1S(=O)(=O)c1ccc(C)cc1	-2	-6	-4	1	-12	5	4	3	-10	22	22
Cc1ccc(NS(=O)(=O)c2cc(OCC(N)=O)c(C)cc2Cl)cc1	0	-2	-4	-7	9	16	2	27	-1	-8	1
Cc1ccc(C(=O)N2CCN(c3ccc(NC(=O)c4cccs4)cc3)CC2)cc1	-5	-3	-6	-8	3	-12	-2	-11	-16	31	24
CC[N+]1(C)[C@@H]2CC[C@H]1CC(OC(=O)[C@H]1CCC(C(=O)OC3C[C@H]4CC[C@@H](C3)[N+]4(C)CC)(c3ccccc3)c3ccccc31)C2 (stereo partly specified)	0	5	-6	-6	11	3	15	3	1	-27	3
CCc1ccc2[nH]c(=O)c(CN(Cc3ccco3)S(=O)(=O)c3ccc4c(c3)OCCO4)cc2c1	5	1	-3	2	-32	12	4	3	15	25	-11
COc1ccc(OC)c(CNC(=O)COc2cc(=O)n(C)c3ccccc23)c1	6	3	-3	-1	-15	14	-4	3	-13	1	-30
Cc1cccc(N(CC(=O)NCc2ccc3c(c2)OCO3)C(=O)CCC(=O)Nc2ccccn2)c1C	4	nt	0	3	-6	21	-6	17	4	3	11
O=C(NCCc1ccc(Cl)cc1)C1CCN(S(=O)(=O)c2cccc3nonc23)CC1	-1	4	-7	-16	1	10	6	4	4	3	7
CC(C)c1ccc(S(=O)(=O)N2CCN(C(=O)c3cc([N+](=O)[O-])ccc3N3CCOCC3)CC2)cc1	3	0	-12	3	2	13	-9	6	-10	0	-11
Cc1ccc(C(=O)NC(=S)NNC(=O)c2ccccc2)cc1	0	2	-4	-6	-4	-38	-7	-11	-2	9	-16
Cc1ccc(S(=O)(=O)N(C)C)cc1NC(=O)COC(=O)Cc1ccc(Br)cc1	11	1	-6	3	6	2	-30	-8	-1	14	-3
O=C(NCCCCCNC(=O)c1ccco1)c1ccco1	20	-2	-5	-5	1	1	25	11	0	2	-8
O=C(Nc1ccc2ncccc2c1)Nc1ccc2ncccc2c1	-26	0	-19	2	4	-280	-51	-208	0	20	-11
Cc1nn(-c2ccccc2)c(N2CCCC2)c1/C=N/O	-8	1	-7	-4	-10	2	-17	3	0	10	-5
CCOc1ccc(C(=O)NCC(=O)OCc2cc([N+](=O)[O-])cc3c2OCOC3)cc1OCC	-1	-1	-4	1	9	14	-7	16	-14	-6	11
Cc1cccc(N(C(=O)CNC(=O)c2ccco2)C(C(=O)NC2CCCC2)c2cccnc2)c1 (stereo unspecified)	4	-3	nt	-5	6	9	-8	-1	22	-4	5
CCN(CC)C(=O)c1ccc(-c2cccs2)s1	-80	-1	-20	2	0	-272	-73	-199	7	15	-109
O=C(c1cc(COc2ccc(F)cc2F)on1)N1CCCC(c2ccccc2)C1 (stereo unspecified)	-13	1	-7	9	-2	-91	-27	-30	1	-10	-3
CCOC(=O)c1cc(C#N)c(Oc2ccccc2OC)nc1-c1ccccc1	12	4	-5	-7	6	13	-24	17	9	3	19
CCN(CC(=O)Nc1ccc(S(=O)(=O)N2CCCC2)cc1)Cc1ccccc1	9	-2	-3	-1	-20	21	-21	22	3	11	7
Cc1ccc(NC(=O)COC(=O)/C=C/c2cccs2)cc1	4	-2	-6	-2	6	-3	6	-7	6	1	-5
CC(C)(C)n1ncc2c(=O)n(CC(=O)N3CCCc4ccccc43)cnc21	0	2	-7	8	0	-4	2	-3	-13	-12	11
CC1(C)Cc2ccccc2-c2nc(NCCCO)[nH]c(=O)c21	5	-5	-3	12	-3	17	-3	10	1	1	-1
c1cncc(C(c2nnnn2C2CCCCC2)N2CCN3CCCC3C2)c1 (stereo unspecified)	5	2	-4	6	-10	11	23	1	-5	-1	-9
O=S(=O)(NCCN1CCOCC1)c1ccc(F)c(Cl)c1	2	3	-5	-7	12	22	-13	2	nt	-2	-6
O=C(c1ccc2c(c1)OCO2)C1CCCN(Cc2cn[nH]c2-c2cccc(F)c2)C1 (stereo unspecified)	-6	-2	-5	-1	-14	20	6	3	3	3	0
CC1(C)CC(NC(=O)c2cccc(F)c2)CC(C)(C)N1	-4	1	-22	0	-8	9	-3	3	1	-15	7
Cc1ccc(C(C(=O)NC2CCCC2)N(Cc2cccnc2)C(=O)c2snc(C(N)=O)c2N)o1 (stereo unspecified)	13	-1	-4	3	-17	8	-12	10	5	4	-1
Cc1ccc(NC(=O)N(Cc2cccnc2)Cc2ccco2)cc1C	-2	-5	-12	-2	0	7	-9	-11	2	10	6
Cc1cc(N2CCN(S(=O)(=O)c3ccc(C)c(C)c3)CC2)c2ccccc2n1	1	1	-7	5	3	14	14	16	9	-6	25
CCOc1ccccc1NC(=S)NC(=O)CCCOc1ccc(Cl)cc1Cl	1	1	-9	-3	-8	15	5	1	-7	-4	5
COC(=O)CSc1nnc(-c2ccc(S(=O)(=O)N3CCC(C)CC3)cc2)o1	-2	0	-4	-17	2	32	-18	5	?	13	-6
CC(C)C[C@@H](C(=O)N[C@@H](C(=O)O)c1ccccc1)N1C(=O)N2CCc3c([nH]c4ccccc34)[C@@]2(C)C1=O	nt	0	nt	nt	-1	11	-21	-2	-13	18	-22
COc1ccc(CC(=O)NNC(=O)c2ccncc2)cc1	-2	0	-2	1	-8	19	-16	3	8	-19	3
Cn1c(-c2ccc(Cl)cc2)ccc(C#N)c1=O	20	-2	-9	-7	-11	-33	-16	26	0	-14	4
Cc1cc(Br)ccc1NC(=O)CNC(=O)Cn1ncc(Cl)c(Cl)c1=O	94*	1	-4	3	-51*	8	-5	111*	-2	91*	58
CN(c1ccc(OCC(=O)OCC(=O)NC2CCCC2)cc1)S(=O)(=O)c1ccc2ccccc2c1	4	1	-7	-4	5	22	-7	9	-7	-3	-5
CC(C)CNC(=O)COC(=O)c1cc(Cl)cc(Cl)c1N	1	-11	-4	1	-15	2	-9	7	1	-16	16
COc1ccc(N2CCN(C(=O)c3ccccc3N(C)S(=O)(=O)c3ccc(C)cc3)CC2)cc1	-5	nt	-4	6	2	13	-6	30	-13	-16	18
Cn1cccc1-c1nc2ccc(NC(=O)c3cccs3)cc2[nH]1	-65	-3	-5	3	12	-157	-18	-119	-16	-22	8
O=C(O)CCCNC(=O)CC1S/C(=N/N=C/c2ccccc2O)NC1=O (stereo unspecified)	-1	2	-8	16	3	12	-15	8	-6	-2	14
(continued)
SMILES	TRPM1 prom inh	NR2E3 ag-1	CaV13 FRET inh	PDI turbidity	KKLEB cytotox	HIF-2a inh	NR2E3 ag-2	Peg3 prom inh	Vif imaging	CF NFkB inh	Shn3 3UTR inh
O=C(N/N=C/c1cccc([N+](=O)[O-])c1)c1ccc(COc2ccccc2-c2ccccc2)cc1	-7	0	-3	-5	-11	-10	-27	-25	-6	6	12
O=C(CSc1ccc(Cl)cc1)N1CCN(c2ncc(C(F)(F)F)cc2Cl)CC1	2	-4	-5	-7	-7	14	32	0	-18	4	3
Clc1ccccc1CN1CCN(c2ncccn2)CC1	2	1	-20	7	1	1	-21	-5	-2	4	8
CSc1nsc(SCC(=O)Nc2ccccc2C(N)=O)n1	3	2	-7	5	0	-59	-45	-48	4	-4	-19
CC(=O)NCC(=O)N(c1c(C)n(C)n(-c2ccccc2)c1=O)C1(C(=O)NC2CCCC2)CCCCC1	-7	-2	nt	-2	10	21	-18	2	4	-5	0
